Screening data: PubChem, Broad Institute
CAL PDZ FP-1 – inhibitors of human CAL PDZ peptide binding; purified CAL PDZ, TMR-peptide fluorescence polarization, 1 h; 300,000 compounds, 0.92% hits; inhibition, % at 24.9 µM; AID 602252;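 active = mean inhibition of at least 30% with at least half of replicates also reaching 30%; inconclusive = no clear call, values can overlap the other calls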;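 also: 0% = DMSO neutral control and 100% = excess unlabeled competitor peptide PRC23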
CAL PDZ FP-2 – human CAL PDZ-peptide interaction inhibition; Q9HD26; purified CAL PDZ, TMR-peptide fluorescence polarization, 1 h; inhibition, % at 20 µM; 330,000 compounds, 0.02% hits; AID 504414;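 active = highest replicate inhibition of at least 40%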;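 also: plate controls were DMSO neutral control wells for no effect and unlabeled competitor peptide control wells for full effect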
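Control set: unlabelled peptide and DMSO controls / Material: purified CerCALP PDZ construct / Timing: 1 h incubation at room temperature before polarization reading / Doses: 20 µM, one dose / Detection: fluorescence polarization (mP)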
dFosB activator – enhances mouse delta FosB homodimer DNA binding | 340,000 compounds, 0.99% hits | activation, % at 25 µM | P13346 | AID 493131 | purified delta FosB, TAMRA-CDK5 oligo fluorescence polarization; percent of positive-control signal above neutral wells;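 active = mean activation above about 17%, with every replicate also reaching it, limit read from the data, passing the limit was not always enough; inconclusive = only one of the two conditions met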;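 also: fluorescence polarization rise as delta FosB binds a TAMRA Cdk5 AP-1 oligo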
SR-BI DiI inh – blocks mouse SR-BI lipid uptake from DiI-HDL; 320,000 compounds, 0.96% hits; inhibition, % at 12.5 µM; ldlA[mSR-BI] CHO cells, DiI-HDL uptake fluorescence, 3 h; Q61009;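 active = mean replicate inhibition of at least 70% and a set share of replicates each scoring 70 or more; inconclusive = meets just one of the two criteria; inactive = fails both criteria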;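 also: 0% = median of neutral control wells and 100% = median of positive control wells; values of inactives mirror those of a sister screen read the other way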
SR-BI DiI-HDL act – SR-BI HDL lipid transfer activation; activation, % at 12.5 µM; AID 504775; CHO ldlA[mSR-BI] cells, DiI-HDL uptake fluorescence, 3 h; 100 = double the neutral-control signal; 320,000 compounds, 0.096% hits;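 active = mean replicate activation of at least 60% and every replicate at or above 60%; inconclusive = mean or all-replicate condition met, but not both; inactive = mean below 60% and not all replicates reaching 60%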;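 also: 0% = median plate neutral-control signal and 100% = twice that signal; values of inactives mirror those of a sister screen read the other way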
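System: LDL receptor-deficient CHO ldlA cells overexpressing murine SR-BI | Timing: 3 h uptake period with compound, 37 °C | Medium: HEPES-buffered (25 mM, pH 7.4) F12 plus 0.5% BSA | Dosing: Single-point compound dose | Signal: Bottom-read fluorescence, 550/595 nm | Read-out: Retained DiI signal reflecting DiI-HDL uptake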
NSD2 inh – inhibitors of human histone methyltransferase NSD2 | AID 743445 | NSD2 peptide methylation, AlphaScreen, 120 min | 310,000 compounds, 0.54% hits | inhibition, % at 12.5 µM; in the data active = inhibition above about 50%
Target sequence (O96028 whole entry, looked up): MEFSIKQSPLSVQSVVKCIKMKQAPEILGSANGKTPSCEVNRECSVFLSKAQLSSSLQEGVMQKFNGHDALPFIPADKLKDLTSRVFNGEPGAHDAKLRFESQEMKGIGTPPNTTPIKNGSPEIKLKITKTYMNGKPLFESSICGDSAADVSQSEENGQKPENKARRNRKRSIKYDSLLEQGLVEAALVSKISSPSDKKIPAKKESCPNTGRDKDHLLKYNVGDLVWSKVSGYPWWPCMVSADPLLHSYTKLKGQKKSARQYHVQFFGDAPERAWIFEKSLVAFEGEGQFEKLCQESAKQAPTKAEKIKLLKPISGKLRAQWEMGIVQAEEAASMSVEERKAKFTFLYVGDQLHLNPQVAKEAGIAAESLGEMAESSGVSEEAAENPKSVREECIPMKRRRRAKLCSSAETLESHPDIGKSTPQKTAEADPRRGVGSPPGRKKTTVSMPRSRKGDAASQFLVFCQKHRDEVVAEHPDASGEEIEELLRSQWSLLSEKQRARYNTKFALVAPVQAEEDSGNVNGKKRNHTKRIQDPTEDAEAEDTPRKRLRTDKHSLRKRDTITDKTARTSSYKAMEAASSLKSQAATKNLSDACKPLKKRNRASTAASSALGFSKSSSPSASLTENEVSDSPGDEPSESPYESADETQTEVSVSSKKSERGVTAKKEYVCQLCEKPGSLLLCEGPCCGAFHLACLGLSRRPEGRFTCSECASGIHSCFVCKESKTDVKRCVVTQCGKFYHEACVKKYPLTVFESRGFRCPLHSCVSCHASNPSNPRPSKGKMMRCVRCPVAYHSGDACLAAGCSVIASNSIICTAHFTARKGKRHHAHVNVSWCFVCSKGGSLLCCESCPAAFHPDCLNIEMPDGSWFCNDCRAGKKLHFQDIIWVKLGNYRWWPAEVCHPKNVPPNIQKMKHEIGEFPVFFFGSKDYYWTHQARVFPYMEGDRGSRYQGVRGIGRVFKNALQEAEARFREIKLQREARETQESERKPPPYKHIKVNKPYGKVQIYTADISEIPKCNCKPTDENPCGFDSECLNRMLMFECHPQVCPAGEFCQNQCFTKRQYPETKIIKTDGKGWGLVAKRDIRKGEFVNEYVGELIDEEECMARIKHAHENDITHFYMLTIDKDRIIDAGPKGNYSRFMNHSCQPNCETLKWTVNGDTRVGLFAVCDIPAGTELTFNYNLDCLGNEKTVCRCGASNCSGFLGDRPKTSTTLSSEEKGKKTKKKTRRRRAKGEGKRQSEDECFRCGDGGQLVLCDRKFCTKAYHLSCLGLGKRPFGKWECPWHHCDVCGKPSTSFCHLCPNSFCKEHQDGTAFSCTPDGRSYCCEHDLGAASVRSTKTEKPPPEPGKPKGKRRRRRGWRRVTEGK
PfHsp90 set2 – inhibits growth of yeast expressing Plasmodium falciparum Hsp90 | 310,000 compounds, 0.32% hits | S. cerevisiae expressing PfHsp90, BacTiter-Glo ATP, 48 h; yeast lacking PDR1 and PDR3 efflux regulators | inhibition, % at 9.4 µM;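 active = every replicate shows inhibition above about 80%, whatever the replicate mean, limit read from the data; inconclusive = mean inhibition reaches the set limit but some replicate falls short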;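 also: 0% = DMSO neutral controls and 100% = 20 µM radicicol positive controls; yeast relying on Plasmodium falciparum Hsp90 in place of its own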
MITF act – MITF TRPM1 promoter activation in melanoma cells; SK-MEL-5 TRPM1-promoter luciferase, 24 h; % of positive control, neutral wells = 0; activation, % at 12.5 µM; 300,000 compounds, 0.75% hits;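 active = mean activation of at least 80% with every replicate also reaching 80%; inconclusive = mean reaches 80% but some replicate falls short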;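 also: 0% = neutral control wells and 100% = parthenolide positive control wells; values of inactives mirror those of a sister screen read the other way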
PvdQ inh – P. aeruginosa PvdQ acylase inhibition; AID 488965; 340,000 compounds, 0.063% hits; inhibition, % at 10 µM; purified PvdQ acylase, fluorescence plate reader; in the data active = inhibition above about 30%, passing the limit was not always enough; inconclusive = no clear call, values can overlap the other calls;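 also: 0% = vehicle neutral wells and 100% = reference inhibitor wells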
Rtt109 Vps75 – C. albicans Rtt109 histone acetyltransferase inhibition; Q5AAJ8; purified Rtt109/Vps75, ThioGlo CoA-SH fluorescence, 4 h; inhibition, % at 34.9 µM; 330,000 compounds, 0.16% hits;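 active = inhibition of at least 50% in every replicate; inconclusive = best replicate reaches 50% inhibition but some replicates fall short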
Numbers without * were called inactive; ? = inconclusive; / = not tested or not shown.

canonical_smiles	CAL PDZ FP-1	CAL PDZ FP-2	dFosB activator	SR-BI DiI inh	SR-BI DiI-HDL act	NSD2 inh	PfHsp90 set2	MITF act	PvdQ inh	Rtt109 Vps75
N#CC1=C(N)OC2=C(C(=O)CCC2)C1c1ccc(OC(=O)N2CCOCC2)cc1 (stereo unspecified)	-5	0.4	-5	19	-19	0	-14	1	-2	7
COc1ccc(S(=O)(=O)N2CCCC2)cc1NC(=O)c1ccccc1	/	-0.3	1	/	/	-1	14	1	-3	-16
O=C(COCc1cc(-c2ccc3c(c2)OCO3)on1)N1CCN(c2cccc(Cl)c2)CC1	-5	-1.2	-10	-27	27	-4	-26	0	-1	-2
CC(=O)c1cccc(S(=O)(=O)N(C)C2CCN(C)CC2)c1	1	-0.5	3	6	-6	4	/	-7	-15	-18
COC(=O)N/N=C/c1ccc(Oc2ccccc2)cc1	/	-1.0	-7	-35	35	-2	2	77	-4	-14
NC(=O)CC(NC(=O)c1ccc(Cl)cc1)C(=O)NCCc1ccc(S(N)(=O)=O)cc1 (stereo unspecified)	-7	-3.2	0	/	/	-1	12	5	-8	-10
Cc1ccc(C)c(CNC(=O)Nc2ccccc2)c1	/	-0.3	7	/	/	-6	-19	86*	-5	-6
Cc1ccc(S(=O)(=O)N2CCOCC2)cc1C(=O)NCc1ccco1	-4	0.4	-1	-9	9	0	-38	-2	-12	2
CC(=O)Cc1nsc(NC(=O)c2ccc(-c3cc(C(F)(F)F)ccc3Cl)o2)n1	/	-2.9	-4	-4	4	4	-7	-3	24	-2
CCCCc1cc(=O)oc2cc(OCc3nn[nH]n3)ccc12	0	1.9	-4	0	0	-1	-25	/	-11	-3
O=C(NC1CCS(=O)(=O)C1)c1cccc(Br)c1 (stereo unspecified)	-3	-2.8	1	-16	16	0	/	-2	41*	-2
CC(=O)c1ccc(S(=O)(=O)Nc2ccc(N3CCOCC3)cc2)cc1	-4	0.2	0	-8	8	-7	-31	2	5	2
COc1ccc(-c2c(C)nn3c(N4CCN(Cc5ccccc5)CC4)cc(C)nc23)cc1OC	/	-0.6	-3	77*	-76	/	13	/	-11	1
COc1ccc(OC)c(N2C(=O)CC(NNC(=O)c3ccc4c(c3)OCO4)C2=O)c1 (stereo unspecified)	-1	-0.8	-12	4	-4	-5	4	-2	-29	1
CCOC(=O)C1CCN(Cc2ccc(Cl)c(Cl)c2)CC1	-2	-3.1	-2	/	/	8	-3	0	-1	-11
COc1ccc(C(=O)OC2CCCCC2CN(C)C)cc1 (stereo unspecified)	2	0.9	-1	0	0	3	-16	15	-10	-17
O=C(COC(=O)c1ccc(N2CCCC2=O)cc1)Nc1ccccc1	-3	-3.7	-2	19	/	-1	-10	5	1	/
Cc1ccccc1C(=O)Nc1cccc(NC(=S)NC(=O)c2cccs2)c1	-5	0.2	50*	60	/	-5	1	8	-14	2
CN(CC(=O)NCc1ccc2c(c1)OCO2)S(=O)(=O)c1ccc(Cl)cc1	-1	0.0	-5	0	0	-1	/	-2	11	8
CC1=CC(=O)N(c2ccc(C)cc2)C1c1ccc(Cl)cc1 (stereo unspecified)	-3	-0.9	-6	11	-11	-1	12	-12	1	-4
COc1cccc(Oc2ccc(C(F)(F)F)cc2NC(=O)c2cccc(F)c2)c1	-3	0.6	-5	-2	2	-5	48	-5	-5	7
C=C(C)CNC(=S)N/N=C(\C)c1cccc(NC(C)=O)c1	2	-8.8	-6	26	-26	3	-20	-7	13	-5
Cc1[nH]c2ccccc2c1/C=N/NC(=O)c1cccs1	-1	-1.7	-2	27	-27	0	-6	10	13	14
Cc1c(-c2ccccc2)nc(N)c(C#N)c1-c1cccnc1	-1	-1.2	1	4	-4	-2	2	/	-2	-2
COc1ccc(N2CCN(C(=O)C(=O)c3cn(CC(=O)N4CCOCC4)c4ccccc34)CC2)cc1	4	-2.1	-8	22	-22	-4	1	-1	-9	8
CCN(CCO)c1cc(Cl)nc(SC)n1	1	-0.9	3	-21	21	2	-5	-1	-9	-8
C=CCn1c(=O)/c(=C/c2ccc(F)cc2)s/c1=C(\C#N)c1nnc2n1CCCCC2	-4	-0.5	-9	2	-2	7	-9	-5	-1	7
O=C(c1ccccc1F)N1CCN=C1SCc1cccnc1	/	-0.4	-4	-12	12	/	2	9	-2	-15
COc1cc(CN2CCN(C(=O)c3cccc4ccccc34)CC2)cc(OC)c1OC	-1	0.3	-2	1	-1	2	-7	/	-4	3
Cc1ccc(N2C(=O)c3ccc(C(=O)N4CCN(Cc5ccccc5)CC4)cc3C2=O)cc1	-5	1.7	-7	0	0	1	-7	-7	0	16
COc1ccccc1OCC(=O)Nc1ccc(S(=O)(=O)N2CCCCCC2)cc1	-2	-0.5	-12	67	-67	0	-23	-3	-4	-16
CC(C)(C)c1cc(NC(=O)CSc2nncs2)n(-c2ccccc2)n1	-1	-2.5	-2	-25	25	-1	-14	-4	-8	-6
COc1cccc(CN2CCN(C(=O)c3ccc(-c4ccccc4)cc3)CC2)c1OC	0	-2.5	-3	9	-9	1	0	-8	-12	10
C=CCCC(=O)Nc1ccc(Br)cn1	-3	-0.2	4	89*	-89	-1	10	-3	-4	-3
O=[N+]([O-])c1ccc(N/N=C/c2cccc(O)c2O)c(S(=O)(=O)N2CCOCC2)c1	-2	-1.1	?	/	/	/	7	-10	3	5
COc1ccc(OC)c2c(N)c(C#N)c(C(F)(F)C(F)(F)F)nc12	-2	-2.1	6	-9	9	-1	-15	-5	-13	-12
CCN(Cc1ccc(Cl)s1)C(=O)c1cccc(OCc2c(C)noc2C)c1	-2	-0.2	-4	24	-24	-2	28	-13	-11	6
N=C(N1CCCc2ccccc21)N1CCCc2ccccc21	1	0.5	-2	1	-1	4	-3	-2	-10	2
O=[N+]([O-])c1cccnc1N1CCN(c2ccccc2F)CC1	3	-1.0	3	13	-13	14	28	21	9	3
CCN(CC)S(=O)(=O)c1cccc(C(=O)NC(C(=O)Nc2nnc(C)s2)C(C)C)c1 (stereo unspecified)	/	-1.1	-8	8	-8	3	19	-9	4	-2
CNc1nc(N)nc(-c2cc(Cl)ccc2OC)n1	/	-1.0	-9	-18	18	-1	0	3	-4	-1
O=C(/C=C/c1ccc2c(c1)OCO2)NCCSCc1cccc(Cl)c1	-1	-0.6	3	5	-5	-1	0	0	-6	7
COc1cccc(CNS(=O)(=O)c2csc(C(N)=O)c2)c1	/	-0.1	-14	-16	16	6	-22	1	-8	2
COC(CN(C(=O)CCl)C(C(=O)NC1CCCCC1)c1ccc(C)cc1)OC (stereo unspecified)	-1	-0.8	-2	5	-5	-1	-13	0	-13	-6
CC(C)(C)c1cc(C(=O)NCc2ccccc2)ccn1	0	-0.8	-7	-21	/	2	-18	-6	-13	7
Cc1nnnn1-c1cccc(C(=O)O)c1	-5	-4.1	-2	3	-3	/	-7	8	-9	-17
O=C(c1cc(S(=O)(=O)N2CCC3(CC2)OCCO3)ccc1F)N1CCCCC1	-4	-1.5	-4	6	-6	-1	-2	14	-15	-4
COc1ccccc1NC(=O)C1=C(C)NC(SCC(=O)Nc2ccc(C(=O)O)cc2)=C(C#N)C1c1cccs1 (stereo unspecified)	-3	-0.9	-6	1	-1	0	5	13	-7	10
O=C(Nc1nnc(C(F)(F)F)s1)c1ccc(N2C(=O)C3C4C=CC(C4)C3C2=O)cc1 (stereo unspecified)	-5	-0.7	-2	-14	14	1	-3	-3	-1	1
COc1ccc(C2CC(c3ccccc3)n3nc(NC(=O)c4cccs4)nc3N2)cc1 (stereo unspecified)	-3	-0.5	-15	16	-16	0	1	16	14	-6

Following part:
canonical_smiles	CAL PDZ FP-1	CAL PDZ FP-2	dFosB activator	SR-BI DiI inh	SR-BI DiI-HDL act	NSD2 inh	PfHsp90 set2	MITF act	PvdQ inh	Rtt109 Vps75
O=C(CSc1nc(O)cc(=O)n1-c1ccccc1)Nc1ccccn1	-3	-2.3	6	0	0	3	-5	11	-6	7
Cc1cc(C(C)(C)C)cc(C)c1COC(=O)CN1C(=O)NC2(CCCC2)C1=O	-2	-0.6	-2	13	-13	1	-1	8	-4	3
CCCNC(=O)COc1nc2ccccc2nc1N1CCOCC1	2	-2.0	5	-3	3	-1	11	0	0	-3
NC(=O)NC(=O)C(c1ccccc1)N1CCN(S(=O)(=O)c2ccc(Br)s2)CC1 (stereo unspecified)	-3	-0.7	-9	-36	36	1	/	2	-5	1
COc1ccc(NC(=O)c2sc(NC(=O)COc3ccccc3)nc2C)cc1	-5	-1.5	13	-6	6	-3	7	1	-9	4
Cn1c(=O)c2c(nc(N3CCCCCC3)n2CC(=O)c2ccc(Br)cc2)n(C)c1=O	-2	-1.8	3	9	-9	/	5	-7	-22	4
CC(O)CN=c1cc(-c2ccccc2)oc2ccc(Cl)cc12 (stereo unspecified)	-1	-2.3	6	28	-28	1	-6	?	1	-2
C=C(C)CSCc1nc2ccccc2[nH]1	1	/	2	-5	5	-1	-3	19	9	3
CCOc1ccc(C(=O)NCC(=O)OCC(=O)Nc2ccccc2OC)cc1	-5	-2.8	-14	10	-10	-2	3	3	-10	-1
NS(=O)(=O)c1cccc(NC(=O)Cc2ccc(Cl)c(Cl)c2)c1	-3	2.0	-28	-5	5	-2	1	4	-6	1
CCSc1nc2ccccc2n1CCC(=O)O	2	-0.4	5	/	/	-2	5	-5	-11	-2
CCOC(=O)N1CCN(C(=O)CCc2c(C)nc3c(c(C)nn3-c3ccc(C)c(C)c3)c2C)CC1	3	0.3	-2	16	-16	-3	5	-11	-8	10
Cc1c(Cl)cccc1NC(=O)CCC(=O)NNC(=O)c1ccccc1Cl	-3	-0.9	0	-29	29	-1	10	0	18	0
O/N=C(/c1ccc(F)cc1)C1CC1c1c(F)cccc1Cl (stereo unspecified)	-3	0.2	-12	12	-12	3	6	3	-14	1
COc1ccc(NC(=O)C(C/C=C(/C)Cl)C(C)=O)cc1 (stereo unspecified)	0	0.2	-5	-19	19	-5	3	-6	1	5
COc1ccc(NC(=S)N(C)CC2COc3ccccc3O2)cc1 (stereo unspecified)	/	-0.6	0	-1	1	-4	1	-15	3	-1
Cc1n[nH]c(C)c1CCOc1ccc(C(C)C)cc1	0	-2.6	-7	-6	6	2	-15	/	12	19
